LYPLA1 inh: counter-screen for PME1 inhibitors: inhibitors of human LYPLA1; 0.16% of 320,000 active; AID 2174; recombinant LYPLA1, FP-Rh probe fluorescence polarization; O75608; inhibition, % at 5.9 µM;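 active means inhibition above the mean of all tested compounds plus 3 SD, set per campaign, cut at about 14% in these data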;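 further: inhibitors block serine hydrolase probe labeling of LYPLA1 so polarization falls; 0% = enzyme with DMSO and 100% = wells lacking LYPLA1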
Target sequence (O75608 whole entry, looked up): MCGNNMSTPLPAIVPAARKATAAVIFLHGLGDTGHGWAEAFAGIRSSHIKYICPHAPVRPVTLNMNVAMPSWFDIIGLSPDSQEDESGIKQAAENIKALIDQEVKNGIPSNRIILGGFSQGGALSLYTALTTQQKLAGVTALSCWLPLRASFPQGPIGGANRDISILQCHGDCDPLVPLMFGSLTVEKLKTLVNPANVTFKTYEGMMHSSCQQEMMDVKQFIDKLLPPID
Fam108B counter: counter-screen for RBBP9 inhibitors: inhibitors of mouse Fam108B. inhibition, % at 9.51 µM. AID 1947. 0.33% of 300,000 active. recombinant Fam108B, FP-Rh probe fluorescence polarization;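 active means inhibition above the screen mean inhibition plus 3 SD, computed separately per campaign, cut at about 18% in these data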;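 further: inhibitors lower polarization as less probe binds the enzyme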
PME-1 primary: PME-1 (human) inhibition. Q9Y570. inhibition, % at 5.9 µM. 0.53% of 320,000 active. recombinant PME-1, FP-Rh probe fluorescence polarization;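 active means inhibition above the campaign mean of all compounds plus 3 SD, cut at about 26% in these data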;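 further: competitive labeling of PME-1 active site by serine hydrolase directed probe; 0% = PME-1 with DMSO and 100% = wells lacking PME-1 enzyme; inhibitors block probe labeling so polarization falls and inhibition rises; many of its hits are not listed in these tables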
Target sequence (Q9Y570 whole entry, looked up): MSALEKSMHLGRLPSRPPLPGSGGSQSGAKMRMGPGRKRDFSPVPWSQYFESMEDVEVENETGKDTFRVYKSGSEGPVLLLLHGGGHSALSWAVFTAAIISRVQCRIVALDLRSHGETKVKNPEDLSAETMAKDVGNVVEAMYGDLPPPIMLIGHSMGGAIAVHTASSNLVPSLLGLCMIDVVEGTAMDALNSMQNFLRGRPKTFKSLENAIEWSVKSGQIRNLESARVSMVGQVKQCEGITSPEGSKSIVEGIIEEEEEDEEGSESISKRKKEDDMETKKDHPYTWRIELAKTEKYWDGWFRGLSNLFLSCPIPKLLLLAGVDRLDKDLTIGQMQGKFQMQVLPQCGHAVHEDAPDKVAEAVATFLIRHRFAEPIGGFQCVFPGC
pPAFAH inh: pPAFAH (human) enzyme inhibition | Q13093 | AID 463082 | inhibition, % at 3.39 µM | 1.5% of 330,000 active | recombinant pPAFAH, FP-rhodamine probe fluorescence polarization;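 active means inhibition above the mean inhibition across the screen plus 3 SD, cut at about 25% in these data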;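 further: inhibitors block binding of the rhodamine activity-based probe so polarization drops; 0% = enzyme with DMSO and 100% = wells lacking pPAFAH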
Target sequence (Q13093 whole entry, looked up): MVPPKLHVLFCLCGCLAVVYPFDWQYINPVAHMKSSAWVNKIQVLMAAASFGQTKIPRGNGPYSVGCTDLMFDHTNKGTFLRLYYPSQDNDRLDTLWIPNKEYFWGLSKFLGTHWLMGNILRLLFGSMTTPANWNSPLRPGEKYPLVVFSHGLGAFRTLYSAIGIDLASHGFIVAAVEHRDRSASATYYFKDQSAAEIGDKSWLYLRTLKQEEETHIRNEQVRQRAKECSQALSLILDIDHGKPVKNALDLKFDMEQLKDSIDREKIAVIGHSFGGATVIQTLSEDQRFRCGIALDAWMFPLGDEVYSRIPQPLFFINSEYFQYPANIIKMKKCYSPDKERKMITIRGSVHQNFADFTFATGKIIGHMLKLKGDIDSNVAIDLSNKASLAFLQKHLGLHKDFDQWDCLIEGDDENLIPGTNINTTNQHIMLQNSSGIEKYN
PAFAH1B2 FP inh: PAFAH1B2 (human) inhibition. P68402. recombinant PAFAH1B2, FP-rhodamine activity probe, fluorescence polarization. inhibition, % at 3.39 µM. 1.2% of 340,000 active;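 active means inhibition above the mean of all tested compounds plus 3 SD, cut at about 24% in these data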;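 further: 0% = enzyme with DMSO and 100% = wells lacking PAFAH1B2; many of its hits are not listed in these tables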
PAFAH1B3 inh: inhibitors of human PAFAH1B3. 0.28% of 340,000 active. inhibition, % at 3.39 µM. recombinant PAFAH1B3, FP-rhodamine probe, fluorescence polarization;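 active means inhibition above the screen-wide average of all tested compounds plus 3 SD, cut at about 25% in these data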;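 further: 0% = enzyme with DMSO only and 100% = wells lacking PAFAH1B3 protein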
PAFAH2 FP inh: PAFAH2 (human) inhibition. Q99487. 0.99% of 340,000 active. AID 492956. inhibition, % at 3.39 µM. recombinant PAFAH2, FP-rhodamine activity probe, fluorescence polarization;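 active means inhibition above the mean over all tested compounds plus 3 SD, cut at about 30% in these data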;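 further: inhibitors block probe labeling of enzyme so polarization drops; 0% = enzyme with DMSO and 100% = wells lacking PAFAH2 protein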
GSTO1 inh: GSTO1 inhibition, counter-screen for RBBP9 inhibitors | 1.1% of 300,000 active | AID 1974 | recombinant GSTO1, activity-based probe fluorescence polarization | inhibition, % at 5.96 µM;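 active means inhibition above the campaign mean inhibition plus 3 SD, cut at about 35% in these data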;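 further: 0% = GSTO1-1 with DMSO and 100% = wells lacking GSTO1-1 enzyme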
PAD4 inh: blocks human protein arginine deiminase 4 | Q9UM07 | recombinant PAD4, RCA probe fluorescence polarization | inhibition, % at 6.36 µM | 0.41% of 330,000 active;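 active means percent inhibition above a cutoff equal to the mean of all tested compounds plus 3 SD, cut at about 15% in these data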;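 further: 0% = PAD4 with RCA probe and DMSO and 100% = probe without PAD4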
* marks the source's active call; other numbers are inactive results; nt = no result given; & = joins results of further samples.

SMILES	LYPLA1 inh	Fam108B counter	PME-1 primary	pPAFAH inh	PAFAH1B2 FP inh	PAFAH1B3 inh	PAFAH2 FP inh	GSTO1 inh	PAD4 inh
C[C@]12CCC3C(CCC4=C/C(=N/OCC(=O)NC(CCC(=O)O)C(=O)O)CC[C@@]43C)C1CCC2O (stereo partly specified)	-1	-3	4	5	3	8	1	-3	1
COc1ccc(CCNCc2sccc2C)cc1OC	1	-1	0	-6	-4	2	-5	0	-5
CCN(C(=O)CN1CC=C(c2ccccc2)CC1)c1c(N)n(Cc2ccccc2)c(=O)[nH]c1=O	-2	0	-1	-2	1	-11	-9	2	-8
CN1C(=O)C(Cc2ccc(OCc3ccccc3)cc2)C(=O)N(C)C1=O	3	-2	-1	8	16	6	0	4	0
Cc1ccc2c(c1)N(C(=O)CCC(=O)N1CCC3(CC1)OCCO3)CC(C)O2 (stereo unspecified)	5	0	-5	3	3	0	-1	-3	-4
CN1CCc2nc3sc(C#N)c(N)c3c(-c3cccs3)c2C1	2	2	5	6	5	13	2	6	-2
Nc1c2c(nc3sc4c(c13)CCCCC4)CCCC2	-4	-1	0	11	6	-2	3	-11	-2
CN1C(=O)C(=Cc2ccc(N3CCOCC3)o2)C(=O)N(C)C1=O	0	-2	0	-4	-5	9	0	2	0
CC(=O)Nc1ccccc1C(=O)OCc1ccccc1F	-2	-1	1	9	0	5	5	2	2
c1cnc(N2CCNCC2)nc1	3	4	0	4	0	9	8	0	0
C=CCN(CC=C)Cc1c[nH]c2ccccc12	-1	1	-1	2	nt	nt	nt	18	-6
CCC(=NCCO)c1c(O)n(-c2ccccc2)c(=O)[nH]c1=O	1	-2	-7	2	3	8	7	6	-2

One compound at a time, from the list above.
c1cnc(N2CCNCC2)nc1 as listed: LYPLA1 inh = 3; Fam108B counter = 4; PME-1 primary = 0; pPAFAH inh = 4; PAFAH1B2 FP inh = 0; PAFAH1B3 inh = 9; PAFAH2 FP inh = 8; GSTO1 inh = 0; PAD4 inh = 0
CCC(=NCCO)c1c(O)n(-c2ccccc2)c(=O)[nH]c1=O as listed: LYPLA1 inh = 1; Fam108B counter = -2; PME-1 primary = -7; pPAFAH inh = 2; PAFAH1B2 FP inh = 3; PAFAH1B3 inh = 8; PAFAH2 FP inh = 7; GSTO1 inh = 6; PAD4 inh = -2
Cc1ccc2c(c1)N(C(=O)CCC(=O)N1CCC3(CC1)OCCO3)CC(C)O2 (stereo unspecified) as listed: LYPLA1 inh = 5; Fam108B counter = 0; PME-1 primary = -5; pPAFAH inh = 3; PAFAH1B2 FP inh = 3; PAFAH1B3 inh = 0; PAFAH2 FP inh = -1; GSTO1 inh = -3; PAD4 inh = -4

The list continues.
SMILES	LYPLA1 inh	Fam108B counter	PME-1 primary	pPAFAH inh	PAFAH1B2 FP inh	PAFAH1B3 inh	PAFAH2 FP inh	GSTO1 inh	PAD4 inh
CC(C)[C@]12CC(=O)[C@H](C)[C@H]1C2	3	nt	-2	-5	9	5	7	nt	-2
CN1CCc2c(C#N)c(Cl)nc(Cl)c2C1	0	1	7	5	1	3	2	6	1
CCOc1cc2c(cc1OCC)-n1cccc1C(c1cc(C)c(OC)cc1C)NC2 (stereo unspecified)	3	4	2	6	7	10	0	-4	1
c1ccc2c(c1)CC1CNCc3cccc(c31)S2 (stereo unspecified)	1	2	0	4	0	-6	-2	3	-5
COC(=O)C1=C(c2cc3ccccc3s2)C[C@@H]2CC[C@H]1N2C(=O)N1CCCCC1	-1	-2	7	2	2	-7	-1	5	0
Cc1ccc(Sc2ccc(C=C3C(=O)N(C)C(=O)N(C)C3=O)o2)cc1	-4	0	-11	8	57*	-6	2	-4	0
COc1ccccc1N1CCN(Cc2ccccc2F)CC1	-2	2	-9	1	1	6	4	1	-3
Cc1cccc(CCNCc2cc3ccc(C)cc3[nH]c2=O)c1	6	-3	4	0	4	1	7	4	-2
Cc1nc2ccccc2c(=O)n1-c1ccc(Cl)c(Cl)c1	3	-1	4	5	2	5	1	7	1
COC(=O)c1ccc(CN2CCSC2=N)cc1	-3	1	0	1	6	8	1	15	1
CCOC(=O)c1ccc2c(c1)n(Cc1ccccc1)c(C)[n+]2CC	2	2	3	6	4	-5	-8	3	0
O=c1[nH]c(O)c(/C=C2\C=Nc3ccc(OCc4ccccc4)cc32)c(=O)[nH]1	-10	-2	-11	13	5	6	7	-4	-6
CC(C)(C)NC(=O)C1CC2CCCCC2CN1 (stereo unspecified)	-1	0	-3	2	-1	11	5	3	-5
Cc1nn(C)cc1/C=C1/CC2C3CC=C4CC(O)CCC4(C)C3CCC2(C)C1=O (stereo unspecified)	-2	2	-5	1	2	12	-9	0	0
COC(=O)C1=C(c2ccc(-c3ccccc3)c(F)c2)C[C@@H]2CC[C@H]1N2C(=O)NC(C)C	2	nt	-1	2	0	7	10	nt	-2
COC(=O)C1=C(c2ccc(F)cc2F)C[C@@H]2CC[C@H]1N2C(=O)NCc1ccco1	2	nt	-2	5	-7	10	10	nt	2
CCOC(=O)N1CCC(NC(=O)CCc2nc(C3=CCN(C)CC3)no2)CC1	1	4	4	1	6&0	8&-1	3&5	9	-3
CCCCCCn1c(N)c(C(=O)NCCN2CCOCC2)c2nc3ccccc3nc21	-3	-1	4	6	1	2	-4	5	-2
COc1cc(CN2CCN(C(=O)COc3ccccc3)CC2)cc(OC)c1OC	-2	-3	-6	1	2	11	2	14	0
COc1ccc(C2C(C(=O)N3CCC4(CC3)OCCO4)CC(=O)N2c2ccc(OC)cc2)cc1 (stereo unspecified)	3	2	5	-4	0	4	-24	-7	0
O=C(c1ccccc1)c1cn(CC(=O)N2CCOCC2)c2ccccc12	3	1	5	-2	4	9	4	3	1
Cc1ccc(Cn2nnnc2CN2CCC(n3nnc4ccccc43)CC2)cc1	-2	-2	-3	4	-2	3	2	1	-4
Cc1ccc(C2(O)CCN3CCCCC32)cc1 (stereo unspecified)	1	-2	-1	-1	-3	0	2	-5	-5
c1cncc(CNC2CCCC2)c1	0	5	-12	-1	3	5	2	3	-2

Of the compounds above, three contain a furan ring, fused or not.
SMILES	LYPLA1 inh	Fam108B counter	PME-1 primary	pPAFAH inh	PAFAH1B2 FP inh	PAFAH1B3 inh	PAFAH2 FP inh	GSTO1 inh	PAD4 inh
CN1C(=O)C(=Cc2ccc(N3CCOCC3)o2)C(=O)N(C)C1=O	0	-2	0	-4	-5	9	0	2	0
Cc1ccc(Sc2ccc(C=C3C(=O)N(C)C(=O)N(C)C3=O)o2)cc1	-4	0	-11	8	57*	-6	2	-4	0
COC(=O)C1=C(c2ccc(F)cc2F)C[C@@H]2CC[C@H]1N2C(=O)NCc1ccco1	2	nt	-2	5	-7	10	10	nt	2

More results.
SMILES	LYPLA1 inh	Fam108B counter	PME-1 primary	pPAFAH inh	PAFAH1B2 FP inh	PAFAH1B3 inh	PAFAH2 FP inh	GSTO1 inh	PAD4 inh
C[C@]12CCC3C(CC[C@H]4CC(=O)CC[C@]34C)C1CCC2=O (stereo partly specified)	nt	nt	nt	0	2	7	2	nt	0
FC(F)(F)c1ccc(CN2CCNCC2)cc1	-1	2	-4	1	4	1	2	5	-3
COc1cccc(NP(=O)(Oc2ccccc2Cl)Oc2ccccc2Cl)c1	-7	-8	-6	1	1	-2	-4	-8	-3
CC(C(=O)Nc1ccc(Br)cc1C(=O)c1ccccc1)N1CCCCC1 (stereo unspecified)	-3	-1	-1	2	8	3	11	0	4
CC(=O)OCC(=O)[C@H]1CC[C@H]2[C@@H]3CC[C@H]4C[C@H](O)CC[C@]4(C)[C@H]3C(=O)C[C@]12C	-4	-1	-4	2	-8	-3	-3	4	-2
COC(=O)C(Cc1ccc(N(CCCl)CCCl)cc1)N=Cc1ccccc1O (stereo unspecified)	2	2	1	1	9	14	-2	6	3
COC(=O)C1=C(c2c(C)noc2C)C[C@@H]2CC[C@H]1N2C(=O)NC1CC1	1	nt	-4	2	5	2	2	nt	-1
Cc1ccc(-n2c(O)c(/C=N/NC(=O)c3ccncc3)c(=O)[nH]c2=O)cc1	-2	0	-1	1	0	13	0	-2	1
O=C(Nc1ccccc1)c1c(O)[nH]c(=S)[nH]c1=O	-3	-1	6	-6	-5	5	-10	3	4
CP(=O)(O)CCCN	-3	1	1	1	-1	-3	-3	0	2
CCN1C[C@]2(COC)CC[C@H](O)[C@]34C1[C@](O)([C@@H](OC)[C@H]23)[C@@]1(O)C[C@H](OC)[C@H]2C[C@@H]4[C@@H]1[C@H]2OC	1	2	-3	0	7	9	0	-1	-1
Oc1ccccc1CN(CCc1ccccc1)Cc1ccccc1	-2	4	-1	3	3	4	0	-3	5

3 compounds from above, ordered by count of non-hydrogen atoms, low to high.
SMILES	LYPLA1 inh	Fam108B counter	PME-1 primary	pPAFAH inh	PAFAH1B2 FP inh	PAFAH1B3 inh	PAFAH2 FP inh	GSTO1 inh	PAD4 inh
CN1CCc2nc3sc(C#N)c(N)c3c(-c3cccs3)c2C1	2	2	5	6	5	13	2	6	-2
Cc1cccc(CCNCc2cc3ccc(C)cc3[nH]c2=O)c1	6	-3	4	0	4	1	7	4	-2
CCCCCCn1c(N)c(C(=O)NCCN2CCOCC2)c2nc3ccccc3nc21	-3	-1	4	6	1	2	-4	5	-2

New compounds follow
SMILES	LYPLA1 inh	Fam108B counter	PME-1 primary	pPAFAH inh	PAFAH1B2 FP inh	PAFAH1B3 inh	PAFAH2 FP inh	GSTO1 inh	PAD4 inh
COC(=O)C1=C(c2ccc(C(C)=O)cc2)C[C@@H]2CC[C@H]1N2C(=O)NC(C)C	3	nt	0	3	2	-2	-8	nt	1
C=CCn1c(O)c(C(C)=Nc2cccc(C(F)(F)F)c2)c(=O)[nH]c1=O	0	-1	-4	3	4	-2	-4	7	-1
CN1C(CC(O)c2ccccc2)CCCC1CC(O)c1ccccc1 (stereo unspecified)	1	-2	-1	2	-1	-6	-3	1	3
O=c1[nH]c(O)c(C=Nc2ccc(F)c(Cl)c2)c(=O)[nH]1	2	-2	-12	-1	1	3	-1	-3	1
Cc1ccc(C2(O)CN3CCC2CC3)cc1 (stereo unspecified)	-3	-2	-3	-2	8	11	3	-1	-3
C=CCN1CC[C@]23c4c5ccc(O)c4OC2C(O)CC[C@@]3(O)[C@H]1C5 (stereo partly specified)	nt	nt	nt	1	3	9	1	nt	1
CN(C)C(=O)Oc1ccc(-c2cn3cc(C(F)(F)F)ccc3n2)cc1	-1	1	-7	11	-3	11	-1	9	1
O=C1NC(=O)N(c2cccc(F)c2)C(=O)/C1=C/c1ccc(N2CCOCC2)cc1	0	-4	-3	2	0	4	-5	-3	-2
Cc1cc2ccccn2c1C(C[N+](=O)[O-])c1c(F)cccc1Cl (stereo unspecified)	-3	6	3	8	5	14	11	13	-4
O=Cc1cn(CCCOc2ccccc2)c2ccccc12	0	2	5	0	1	-1	4	-1	1
OC(CNCCc1c[nH]c2ccccc12)c1ccccc1 (stereo unspecified)	0	-1	3	-2	3	-3	-7	3	1
COC(=O)C1=C(c2ccc3ccccc3c2)C[C@@H]2CC[C@H]1N2C(=O)NCc1ccc(C(F)(F)F)cc1	-9	nt	-12	4	-3	-18	-6	nt	4
CC(Cc1ccccc1)NC(=O)c1ccc(N)cc1 (stereo unspecified)	0	4	-3	0	3	3	6	4	-1
COC(=O)C1=C(c2ccc3ccccc3c2)C[C@@H]2CC[C@H]1N2C(=O)N1CCOCC1	-3	nt	-5	-7	4	2	6	nt	-2

Compound activity (PubChem BioAssay)

These rows are one share of the data; count on the stated rates, not on these rows.
